DAT uptake mod = human DAT dopamine uptake with cocaine, either direction. B-score at 10 µM. LLC-PK1 hDAT cells, [14C]-dopamine uptake with cocaine IC80; actives deviate in either direction. 1.3% of 110,000 active. Q01959;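 active = Z score or B-score, a plate-position-corrected score, falls beyond the plate's 99.7% confidence bounds, in either direction; inactive = both scores lie inside the 99.7% bounds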;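 also: scored against the spread of the other compound wells on the same plate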
* hit, by the source's call.

[1] C/C=C(/C)C(=O)O[C@@H]1c2cc3c(c4c2[C@@]2(CO4)C(=O)C(OC)=C(OC)C=C2C[C@@H](C)[C@H]1C)OCO3
  DAT uptake mod: -0.0544

[2] CCC12CCCN3CCc4c(n(c5ccccc45)C(O)(C(=O)OC)C1)C32 (centres undefined)
  DAT uptake mod: 0.701

[3] C[C@@H]1C[C@H]2[C@@H]3C[C@H](F)C4=CC(=O)C(Cl)=C[C@]4(C)[C@@]3(F)[C@@H](O)C[C@]2(C)[C@@]1(O)C(=O)CO
  DAT uptake mod: 1.41

[4] CC1(C)Oc2ccc(C#N)cc2[C@@H](N2CCCC2=O)[C@@H]1O
  DAT uptake mod: -0.787

[5] C#C[C@]1(O)CC[C@H]2[C@@H]3CCC4=CC(=O)CC[C@@H]4[C@H]3CC[C@@]21CC
  DAT uptake mod: -0.567

[6] C[C@H]1c2cccc(O)c2C(O)=C2C(=O)[C@]3(O)C(O)=C(C(N)=O)C(=O)[C@@H](N(C)C)[C@@H]3[C@@H](O)[C@@H]21
  DAT uptake mod: -0.985

[7] CCCN(CCC)C(=O)C(CCC(=O)O)NC(=O)c1ccccc1 (centres undefined)
  DAT uptake mod: -0.177

[8] CCN1CC(CCN2CCOCC2)C(c2ccccc2)(c2ccccc2)C1=O (centres undefined)
  DAT uptake mod: -0.0547

[9] CC(=O)O[C@@]12CO[C@@H]1C[C@H](O)[C@@]1(C)C(=O)[C@H](O)C3=C(C)[C@@H](OC(=O)[C@H](O)[C@@H](NC(=O)OC(C)(C)C)c4ccccc4)C[C@](O)([C@@H](OC(=O)c4ccccc4)[C@H]21)C3(C)C
  DAT uptake mod: 1.62

[10] CCN(CC)CCOC(=O)C(c1ccccc1)c1ccccc1
  DAT uptake mod: -0.513

[11] Cc1cc(O)c2c(c1)C(=O)c1cccc(O)c1C2=O
  DAT uptake mod: -1.24

[12] CCCCOC(=O)c1ccc(N)cc1
  DAT uptake mod: 0.757

[13] CN1CCC(=C2c3ccccc3CC(=O)c3sccc32)CC1
  DAT uptake mod: 0.0721

[14] O=C1CCc2cc(OCCCCc3nnnn3C3CCCCC3)ccc2N1
  DAT uptake mod: 1.34

[15] C[C@]12CC[C@H]3C(=CCc4cc(O)ccc43)[C@@H]1CCC2=O
  DAT uptake mod: -0.301

Of the compounds above, 2 have nitrogen in an aromatic ring:
[2] CCC12CCCN3CCc4c(n(c5ccccc45)C(O)(C(=O)OC)C1)C32 (centres undefined)
  DAT uptake mod: 0.701

[14] O=C1CCc2cc(OCCCCc3nnnn3C3CCCCC3)ccc2N1
  DAT uptake mod: 1.34

Molecules above that have a carbonyl joined to an NH by a bond outside any ring:
[6] C[C@H]1c2cccc(O)c2C(O)=C2C(=O)[C@]3(O)C(O)=C(C(N)=O)C(=O)[C@@H](N(C)C)[C@@H]3[C@@H](O)[C@@H]21
  DAT uptake mod: -0.985

[7] CCCN(CCC)C(=O)C(CCC(=O)O)NC(=O)c1ccccc1 (centres undefined)
  DAT uptake mod: -0.177

[9] CC(=O)O[C@@]12CO[C@@H]1C[C@H](O)[C@@]1(C)C(=O)[C@H](O)C3=C(C)[C@@H](OC(=O)[C@H](O)[C@@H](NC(=O)OC(C)(C)C)c4ccccc4)C[C@](O)([C@@H](OC(=O)c4ccccc4)[C@H]21)C3(C)C
  DAT uptake mod: 1.62

Continuation:
[16] CN(CCOc1ccc(NS(C)(=O)=O)cc1)CCc1ccc(NS(C)(=O)=O)cc1
  DAT uptake mod: -0.182

[17] CC(C)(C(=O)c1cccnc1)c1cccnc1
  DAT uptake mod: 0.46

[18] O=C(O)CCCCCCCC(=O)O
  DAT uptake mod: -1.08

[19] Oc1cc2c(cc1O)C1c3ccc(O)c(O)c3OCC1(O)C2 (centres undefined)
  DAT uptake mod: 1.43

[20] O=C(c1ccccc1)c1ccc2n1CCC2C(=O)O (centres undefined)
  DAT uptake mod: 0.888

[21] CN(C)CCOC(=O)C(c1ccccc1)C1(O)CCCC1 (centres undefined)
  DAT uptake mod: 0.397

[22] COc1cc2c(c(OC)c1OC)-c1c(cc(OC)c(OC)c1OC)C[C@H](C)[C@H](C)C2
  DAT uptake mod: 0.984

[23] Cc1ccsc1/C=C/C1=NCCCN1C
  DAT uptake mod: 0.0356

Single entries from the entries so far.
DAT uptake mod result of CN(CCOc1ccc(NS(C)(=O)=O)cc1)CCc1ccc(NS(C)(=O)=O)cc1 = -0.182
DAT uptake mod result of CN(C)CCOC(=O)C(c1ccccc1)C1(O)CCCC1 (centres undefined) = 0.397
DAT uptake mod result of Oc1cc2c(cc1O)C1c3ccc(O)c(O)c3OCC1(O)C2 (centres undefined) = 1.43
DAT uptake mod result of COc1cc2c(c(OC)c1OC)-c1c(cc(OC)c(OC)c1OC)C[C@H](C)[C@H](C)C2 = 0.984

Assay outcomes (PubChem)

Some of the compounds tested; rates above refer to the full screens.
